TGFb inhibitor – TGF-b pathway inhibition; HepG2 CAGA-GFP TGF-b/SMAD3 reporter, GFP fluorescence, 18 h; TGF-beta stimulated, 500 pg/mL final; Potency, µM (doses to about 46.1 µM), without a hit: at the highest dose activity, negative = inhibition, hits mostly inhibitors; 1.2% of 410,000 active; note: potency is the fitted concentration of half-maximal effect; % is set by controls: 0 for no effect and ±100 for the full control effect; nearly all actives have a fitted effect of over 65% in size
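TGF-beta reporter screen: HEPG2 CAGA-GFP, 1% FBS, 500 pg/mL TGF-beta final, 18 h; per-cell GFP summed per well; curves fitted and categorized by class.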
Nrf2 ARE act – Nrf2 pathway activation. 0.31% of 410,000 active. AREc32 ARE-luciferase reporter (MCF7-derived line), luminescence, 24 h. AID 624171. Potency, µM (doses to about 46.1 µM), inactives show top-dose activation, most hits filed as activators; note: potency is the fitted concentration of half-maximal effect; % of control where 0% means no effect; nearly all actives have a fitted effect of over 65% in size
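AREc32 cells carrying an ARE-driven firefly luciferase, 1000 cells/well in OPTI-MEM with 5% FBS, dosed after overnight attachment and incubated 24 hr at 37 deg C. Steady-Glo luminescence read after 30 min at RT.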
Mm-Cpn inhibitor – blocks the Methanococcus maripaludis chaperonin Mm-Cpn; purified Mm-Cpn ATPase, ADP Transcreener TR-FRET; Potency, µM (highest dose often 76.9 µM), inactives show top-dose activity, negative = inhibition, actives largely listed as inhibitors; 0.031% of 330,000 active; note: potency is the fitted concentration of half-maximal effect; % is set by controls: 0 for no effect and ±100 for the full control effect; nearly all actives have a fitted effect of over 80% in size
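ATPase turnover read by TR-FRET ADP competition (Eu cryptate antibody/ADP-d2, 665/590 nm): 10uM ATP final, 25nM Mm-CPN final, 30 min 37degC after 10-min compound preincubation, pH 7.4 Tris/KCl/MgCl2/DTT buffer.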
EPAC2 antagonist – EPAC2 (human) antagonism; Q8WZA2; EPAC2 GEF exchange of Rap1B-BODIPY-GDP, fluorescence; Potency, µM (titrated, usually from 114 µM), for the others: at the highest dose activity, negative = inhibition, most hits filed as inhibitors; 0.18% of 360,000 active; note: potency is the fitted concentration of half-maximal effect; % is set by controls: 0 for no effect and ±100 for the full control effect; nearly all actives have a fitted effect of over 45% in size; many of its hits are not listed in these tables
Target sequence (Q8WZA2 whole entry, looked up): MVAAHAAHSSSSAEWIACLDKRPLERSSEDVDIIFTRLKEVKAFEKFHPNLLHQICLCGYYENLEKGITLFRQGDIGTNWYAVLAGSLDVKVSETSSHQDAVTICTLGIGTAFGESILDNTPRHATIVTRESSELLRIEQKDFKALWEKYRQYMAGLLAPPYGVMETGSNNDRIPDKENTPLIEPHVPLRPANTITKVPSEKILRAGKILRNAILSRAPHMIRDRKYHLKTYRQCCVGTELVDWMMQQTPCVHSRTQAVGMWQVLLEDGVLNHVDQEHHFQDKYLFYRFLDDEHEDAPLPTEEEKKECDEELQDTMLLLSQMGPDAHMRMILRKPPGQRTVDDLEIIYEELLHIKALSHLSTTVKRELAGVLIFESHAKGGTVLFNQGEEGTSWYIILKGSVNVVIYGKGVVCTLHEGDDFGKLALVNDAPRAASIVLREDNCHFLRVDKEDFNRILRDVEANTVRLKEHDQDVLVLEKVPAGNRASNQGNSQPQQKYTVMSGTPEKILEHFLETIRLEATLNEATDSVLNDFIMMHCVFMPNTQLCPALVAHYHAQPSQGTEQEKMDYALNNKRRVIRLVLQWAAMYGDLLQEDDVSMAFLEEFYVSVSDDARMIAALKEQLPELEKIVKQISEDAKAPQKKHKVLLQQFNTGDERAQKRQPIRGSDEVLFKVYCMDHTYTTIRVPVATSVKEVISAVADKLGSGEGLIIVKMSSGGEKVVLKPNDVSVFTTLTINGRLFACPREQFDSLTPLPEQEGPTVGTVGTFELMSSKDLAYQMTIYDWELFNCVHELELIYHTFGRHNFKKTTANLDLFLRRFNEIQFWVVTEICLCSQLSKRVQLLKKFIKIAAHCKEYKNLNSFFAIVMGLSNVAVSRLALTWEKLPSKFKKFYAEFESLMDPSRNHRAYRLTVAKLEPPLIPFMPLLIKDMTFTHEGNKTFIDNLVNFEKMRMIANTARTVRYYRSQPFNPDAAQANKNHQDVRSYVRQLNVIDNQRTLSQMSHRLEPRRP
CCT modulator – cytosolic chaperonin activity modulation. 0.3% of 360,000 active. AID 651819. activity change, % (concentration not given with the values), hits read low. purified chaperonin ATPase assay, HTRF ADP detection, 30 min; in the data active = activity change below about -30%; note: % is set by controls: 0 for no effect and ±100 for the full control effect
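Enzyme 40 or 20 nM (batch-dependent) in Tris pH 7.4/KCl/MgCl2/DTT; cpd 76 uM single point; ATP 10 uM; 30 min 37 °C; Transcreener ADP HTRF detection, 30 min RT; ratio 665/615.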
Nrf2 inh – blocks Nrf2 signaling; A549 ARE-Fluc reporter, luciferase luminescence, 18-24 h; 2.1% of 360,000 active; Potency, µM (series often up to 46 µM), for inactives: top-dose activity change, negative = inhibition, hits mostly inhibitors; note: potency is the fitted concentration of half-maximal effect; % is set by controls: 0 for no effect and ±100 for the full control effect; nearly all actives have a fitted effect of over 60% in size
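Quantitative HTS in A549 cells stably bearing an antioxidant response element-firefly luciferase construct. Inhibition of Nrf2-driven transcription was scored by luminescence after 18-24 h of compound exposure at 37 °C.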
Akt phos inh – inhibitors of Akt phosphorylation; Neuro2A IGF-stimulated pAkt S473 HTRF, 20 min; stronger effect = lower value; activity change, % for hits at 50 µM; 0.32% of 360,000 active; AID 651550; in the data active = activity change below about -80%; inconclusive = mostly about -51% to -80%; note: % is set by controls: 0 for no effect and ±100 for the full control effect
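Neuro2A cells in DMEM with 0.5% FBS, overnight at 37 deg C, given compound at single 50 µM final, then IGF (6 nM final) for 20 min at 37 deg C. Lysed; phospho-Akt Ser473 by HTRF after 24 h, 665/615 ratio.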
A549 tox – A549 cytotoxicity, counter-screen for Nrf2 inhibitors; A549 ARE-Fluc cells, CellTiter-Fluor viability, 18-24 h; Potency, µM (top dose mostly 46 µM), without a hit: at the highest dose activity change, negative = cytotoxicity, usual class: inhibitors; 0.16% of 390,000 active; note: potency is the fitted concentration of half-maximal effect; % is set by controls: 0 for no effect and ±100 for the full control effect
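Cytotoxicity counterscreen: CellTiter-Fluor fluorescence was measured in A549 ARE_Fluc cells after 18-24 h of compound exposure in a concentration series. The subsequent BugLite luminescent read reports ARE-luciferase activity.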
EPAC2 ag – activates human EPAC2 exchange factor | 0.079% of 360,000 active | EPAC2 activation, biochemical qHTS; response scale: 100% = 6.5 mM cAMP response | AID 720711 | Potency, µM (titrated, usually from 154 µM), inactives show at the highest dose activation, actives largely listed as activators; note: potency is the fitted concentration of half-maximal effect; nearly all actives have a fitted effect of over 50% in size
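Guanine nucleotide exchange by EPAC2 is measured as reduced fluorescence of BODIPY-GDP once it is released from 250 nM Rap1B. Plates are read kinetically for 30 min at room temperature; results are scaled to 6.5 mM cAMP.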
An asterisk follows results filed as active; i = inactive; ? = inconclusive; / = no result given; & = joins results of further samples; [ ] = another dose, or the depositor's remark. Unless noted, calls come from the whole dose curve; as a rule, active = well fitted curve in the direction sought with a large enough effect; inconclusive = small, poorly fitted or top-dose-only effect, or another doubt; inactive = no such curve, though single readings can be large; an effect the other way counts as inactive or inconclusive. Only part of the results is shown (hit frequency here may not be typical).

compound	TGFb inhibitor	Nrf2 ARE act	Mm-Cpn inhibitor	EPAC2 antagonist	CCT modulator	Nrf2 inh	Akt phos inh	A549 tox	EPAC2 ag
O=C(CSc1nnc(-c2ccc(F)cc2)o1)NC1CCCC1	0%	-0.1%	4%	-1%	-2.4	?	i	-3%	6%
CC1Cn2c(nnc2C23CC4CC(CC(C4)C2)C3)S1 (centres undefined)	-7%	0.1%	0%	5%	-2.1	14%	i	-8%	4%
Fc1cccc(CNCC2CCCO2)c1 (centres undefined)	14%	0.2%	2%	9%	-2.7	1%	i	-2%	1%
CC(O)Cc1cn(CC(=O)N2CCN(C(=O)OC(C)(C)C)CC2)nn1 (centres undefined)	?	-0.3%	/	5%	-1.4	5%	i	0%	8%
COc1ccc(C(CNC(=O)c2ccc(NS(=O)(=O)c3ccc(F)c(C)c3)cc2)N2CCOCC2)cc1 (centres undefined)	-2%	0.2%	2%	8%	-0.8	-17%	i	0%	8%
O=C(CSCc1ccc(Cl)cc1)N/N=C/c1ccc(Cl)cc1Cl	-9%	0.2%	-3%	-3%	0.1	?	i	-4%	9%
CC1CCC(NC(=O)C2CCN(S(=O)(=O)c3cccc4nonc34)CC2)CC1 (centres undefined)	-12%	-0.9%	-1%	7%	-1.0	-10%	i	0%	4%
CCn1ccnc1CN(C)C(=O)c1cc(COc2ccc(OC)c3ccccc23)on1	0%	1.9%	1%	-15%	0.3	-2%	i	-11%	3%
CC(=O)N1CCCC1c1nc2ccccc2n1Cc1ccc(F)cc1 (centres undefined)	-3%	0.6%	/	/	/	23%	/	8%	/
O=C(Nc1ccc(Cl)cc1)OC(CN1CCCCC1)C(F)(F)F (centres undefined)	?	4.0%	0%	-14%	-0.6	-18%	i	6%	17%
CCCCNC(=O)C1(C)CCCCN1C(=O)c1cc(OC)ccc1Br (centres undefined)	-7%	2.2%	/	7%	0.8	/	i	/	-1%
COCCCN=C1NN=C(c2cc(C)n(Cc3ccccc3Cl)c2C)CS1	?	8.8%	0%	-4%	0.8	?	i	?	7%
Cc1c(NC(=O)CSc2nnc(N)s2)c(=O)n(-c2ccccc2)n1C	-11%	0.3%	-10%	0%	0.5	-2%	i	3%	14%
O=C(Cc1ccc([N+](=O)[O-])cc1)NCCc1ccc2c(c1)OCO2	6%	-0.6%	/	15%	0.4	16%	i	17%	5%
COC(=O)C1CC2=C(CCCC2=O)N(c2ccccc2)C1=O (centres undefined)	-6%	-0.7%	/	12%	-0.6	6%	i	8%	14%
Cc1ccc(-c2cc(C(=O)NCCc3ccccn3)c3ccccc3n2)c(C)c1	0%	4.5%	-2%	0%	1.0	-21%	i	-1%	-5%
CCNc1nc(NC(C)C)nc(N(C#N)C(C)C(=O)N(C)C)n1 (centres undefined)	0%	2.7%	-1%	-7%	-0.7	-2%	i	2%	7%
CCOc1ccc(C(=O)Nc2cccc(C)n2)cc1	6%	-0.5%	-8%	0%	0.1	?	i	-4%	1%
Cc1ccc(S(=O)(=O)NCCCNC(=O)OCc2ccccc2)cc1	-8%	-0.5%	/	-5%	-0.1	-5%	i	3%	4%
Cc1ccc(NC(=O)Cc2ccc(F)cc2)cc1	?	0.1%	1%	3%	1.1	?	i	-3%	8%
Cn1nc(-c2ccccc2F)c2cc(C(=O)NCc3ccccc3Cl)sc21	-5%	0.8%	/	/	/	-12%	/	1%	/
Cc1ccc(NC(=O)Nc2ccc3c(c2)nnn3C)cc1C	8%	-0.5%	-4%	6%	1.1	?	i	-1%	0%
CCNC(=O)CC1C(=O)N(C)C(=S)N1NC(=O)c1ccc(Cl)cc1 (centres undefined)	-1%	1.9%	1%	-1%	-2.3	-11%	i	-1%	0%
CCOC(=O)N1CCC(NC(=O)c2cc(C(=O)Nc3ccc(S(=O)(=O)N4CCOCC4)cc3)ccc2CO)CC1	-4%	0.0%	-2%	3%	-0.9	-15%	i	-6%	-10%
O=C(Cn1c(NCCCO)nc2ccccc21)c1cccs1	-11%	0.2%	/	7%	-2.2	-5%	i	-1%	11%

Looked up above:
In CCT modulator, Cc1ccc(NC(=O)Nc2ccc3c(c2)nnn3C)cc1C has 1.1
In CCT modulator, O=C(Nc1ccc(Cl)cc1)OC(CN1CCCCC1)C(F)(F)F (centres undefined) has -0.6

Single records, as listed above. Screens in order: TGFb inhibitor	Nrf2 ARE act	Mm-Cpn inhibitor	EPAC2 antagonist	CCT modulator	Nrf2 inh	Akt phos inh	A549 tox	EPAC2 ag
Listed for Cc1ccc(-c2cc(C(=O)NCCc3ccccn3)c3ccccc3n2)c(C)c1 → 0%	4.5%	-2%	0%	1.0	-21%	i	-1%	-5%
Listed for O=C(CSc1nnc(-c2ccc(F)cc2)o1)NC1CCCC1 → 0%	-0.1%	4%	-1%	-2.4	?	i	-3%	6%
Listed for Cc1c(NC(=O)CSc2nnc(N)s2)c(=O)n(-c2ccccc2)n1C → -11%	0.3%	-10%	0%	0.5	-2%	i	3%	14%
Listed for Cc1ccc(NC(=O)Cc2ccc(F)cc2)cc1 → ?	0.1%	1%	3%	1.1	?	i	-3%	8%

The list goes on.
compound	TGFb inhibitor	Nrf2 ARE act	Mm-Cpn inhibitor	EPAC2 antagonist	CCT modulator	Nrf2 inh	Akt phos inh	A549 tox	EPAC2 ag
COC(=O)C1=C(C(=O)OC)[C@@H]2Nc3ccccc3[C@@]23C[C@@H](C(=O)OC)N=C3N1	1%	0.3%	1%	1%	-3.1	-9%	i	6%	13%
CC1CCC2(CC1)NC(=O)N(NC(=O)c1cccs1)C2=O (centres undefined)	9%	-0.5%	-5%	12%	-4.0	8%	i	-5%	-3%
CCCCNc1nc(=S)n(-c2ccccc2)c(C)c1C(C)=O	?	4.1%	-2%	16%	1.4	26%	i	-8%	-3%
COc1ccc(NC(=O)N(C)C[C@@H]2Oc3ccc(NC(=O)NC(C)C)cc3CC(=O)N([C@H](C)CO)C[C@@H]2C)cc1	3%	0.4%	-2%	19%	0.3	2%	i	20%	-4%
COC(=O)c1ccc(OC(=O)C2CSC3(C)CCC(=O)N23)cc1 (centres undefined)	12%	0.3%	-1%	-1%	0.2	11%	i	1%	-1%
Cc1ccc(NC(=O)c2ccc(NC3=NC4CS(=O)(=O)CC4S3)cc2)cc1 (centres undefined)	10%	-0.5%	0%	-4%	-2.1	5%	i	1%	2%
O=C(NC1(C(F)(F)F)NC(=O)N(Cc2ccco2)C1=O)c1cccs1 (centres undefined)	0%	0.4%	-2%	0%[57.1 µM]	-1.1	-10%	i	5%	1%
COc1ccc(NC(=O)c2noc(C(C)C)c2[N+](=O)[O-])cc1	-9%	25%	1%	-6%	-3.8	-4%	i	4%	7%
CCc1nn2c(=O)c(S(=O)(=O)Nc3ccc(C)cc3C)c(C)nc2s1	?	1.4%	/	/	/	-11%	/	-2%	/
CCC(C(=O)NC1CCCC1)N(C(=O)Cn1nnc(-c2ccc(OC)c(OC)c2)n1)C1CCCCC1 (centres undefined)	5%	2.0%	-3%	-10%	-3.0	?	i	-14%	19%
O=C(CCn1ccc2cc(S(=O)(=O)N3CCCC3)ccc21)NCc1ccccc1F	8%&5%	0.2%&1.2%	0%	5%	-0.8	?	i	0%&0%	17%
CCOc1ccc(CCN2C(=O)C(=O)N([C@@H](Cc3ccccc3)CN3CCC[C@H]3CN3C(=O)C(=O)NC[C@@H]3Cc3ccc(O)cc3)C[C@@H]2Cc2ccc(O)cc2)cc1	/	0.1%	/	2%	-1.1	/	i	/	0%
CCN(CC)c1nn2c(=O)c(C(=O)NCc3ccc(OC)cc3OC)cnc2s1	?	-0.4%	/	/	/	-16%	/	0%	/
COc1ccc(-c2cc(C(F)(F)F)n3ncc(C(=O)NCc4ccco4)c3n2)cc1	0%	2.6%	-1%	10%	-0.8	14%	i	8%	6%
Cc1nc(SCC(=O)Nn2c(-c3ccccc3)nc3ccccc3c2=O)n[nH]1	?	3.8%	1%	11%	0.1	/	i	0%	-2%
Cc1cc(NC(=O)Nc2cccc(Cl)c2)n(C(C)(C)C)n1	6%	-0.8%	-1%	1%	-14	?	i	-5%	2%
COc1ccccc1NC(=O)CSC1=NC(=O)C(NC(C)=O)C(=O)N1 (centres undefined)	-22%	0.4%	-1%	5%	-6.9	/	i	-4%	-8%
O=C(CCc1ccc(O)c(O)c1)NNC(=S)NCCc1ccccc1	-10%	4.4%	0%	-8%	-2.9	10%	i	-2%	-7%
COc1ccc(Cl)cc1NC(=O)CSc1nnc(CNC(=O)c2ccco2)o1	5%	-0.7%	-1%	7%	-0.9	-23%	i	2%	3%
COC(=O)c1ccccc1CCC(C)=O	?	?	1%	7%	-1.7	-7%	i	-6%	2%
Cc1ccc(-n2ncc3c(=O)n(Cc4ccccc4C)cnc32)cc1C	18%	-0.5%	/	/	/	?	/	15%	/
